Siah-1 displacement = blockers of Siah-1 interaction with plectin peptide – biochemical, fluorescence polarization, rhodamine-plectin, uHTS, primary screen (AID 1817) | Siah-1 / rhodamine-plectin peptide fluorescence polarization; higher % means a stronger effect | one-dose displacement, % at 20 µM; IC50 in µM for titrated hits | 290,000 tested, 0.02% active;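 active = displacement of at least 50% at 20 µM, with a fluorescence ratio check between 0.3 and a set limit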;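 also: plate controls were Siah plus tracer with DMSO for no effect and tracer alone without Siah for full effect; strong numbers were not always called active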
Dynein transport = blocks dynein driven cargo transport along microtubules | 3617.4 mouse cells, GR-EGFP nuclear translocation imaging; test concentration mostly 20 µM; stimulated with dexamethasone, 1 µM; active compounds read low | z-score, hits read low | 220,000 tested, 0.47% active | AID 1381;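 active = plate z-score of nuclear minus cytoplasmic receptor signal below a set negative limit, without overly bright fluorescence or cell loss, cut at about -3.5 in these data, passing the limit was not always enough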;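 also: z-score of nuclear minus cytoplasmic ring GR-EGFP intensity difference per well; some compounds called inactive have numbers as strong as hits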
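Buffer or medium: tet-free, stripped-serum medium; Also added: dexamethasone, 1.0 µM final; Technique: high-content fluorescence imaging after fixation; Times: 48 h induction, 1 h compound, 30 min dex at 37 °C; Read-out: per-cell GR-EGFP intensity, nucleus versus surrounding cytoplasmic ring, well-averaged.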
AID2073 = inhibitors of Mint1-CaV2.2 protein interaction, biochemical, HTRF (AID 2073). HTRF protein-protein interaction, Mint1-CaV2.2; higher % means a stronger effect. one-dose inhibition, % at 20 µM; IC50 in µM for titrated hits. 290,000 tested, 0.19% active; in the data active = inhibition mostly above about 51%, no sharp cut-off; inconclusive = no clear call, values can overlap the other calls; inactive = mostly below about 53%; also: some results filed as inactive read as strong as hits
LYP phosphatase = inhibitors of LYP phosphatase, biochemical, fluorescence intensity, uHTS (AID 1779); recombinant LYP phosphatase, fluorescence intensity; higher % means a stronger effect; one-dose inhibition, % at 11.5 µM; IC50 in µM for titrated hits; 290,000 tested, 0.054% active;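 also: plate controls were vehicle with enzyme for no effect and no enzyme for full effect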
PMI inhibitors = MPI enzyme activity inhibition – biochemical, fluorescence intensity, coupled assay, primary screen (AID 1209) | purified PMI enzyme, coupled fluorescence intensity; higher % means a stronger effect | one-dose inhibition, % at 20 µM; IC50 in µM for titrated hits | 190,000 tested, 0.42% active;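 also: plate controls were DMSO vehicle for no effect and wells lacking substrate for full effect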
M1AAP inhibition = malaria alanyl aminopeptidase activity blockers – biochemical, fluorogenic H-Leu-NHMec substrate, 1536-well (AID 1445) | recombinant M1AAP, H-Leu-NHMec fluorogenic kinetic assay; higher % means a stronger effect | one-dose inhibition, % at 30 µM; IC50 in µM for titrated hits | 220,000 tested, 0.42% active;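 active = primary inhibition above the hit cutoff, then over 50% inhibition at one or more dose response concentrations, cut at about 23% in these data, passing the limit was not always enough; inconclusive = conflicting primary data, or primary hits not chosen for dose response; inactive = low primary inhibition, or under 50% at every dose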;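 also: plate controls were DMSO full reaction for no effect and no enzyme background for full effect; strong numbers were not always called active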
XIAP antagonists = small molecules displacing peptide from XIAP – biochemical, IAP family, fluorescence polarization (AID 1018); XIAP BIR domain, fluorescence polarization peptide displacement; higher % means a stronger effect; 200,000 tested, 0.007% active; displacement, % at 20 µM, or IC50 in µM where a hit was titrated; in the data active = displacement above about 50%; also: a part of the inactive calls stands beside numbers as strong as those of hits
M17LAP inhibition = P. falciparum M17LAP inhibitors, primary screen, biochemical, fluorogenic H-Leu-NHMec substrate, 1536-well (AID 1619); recombinant M17LAP, H-Leu-NHMec fluorogenic kinetic assay; higher % means a stronger effect; inhibition, % at 30 µM, or IC50 in µM where a hit was titrated; 220,000 tested, 0.38% active;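 active = compound inhibiting the enzyme by more than half at any dose during confirmatory dose-response retesting; inconclusive = strong single-dose inhibitors picked by rank but not retested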;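 also: plate controls were full reaction with DMSO carrier for no effect and no enzyme background for full effect; strong numbers were not always called active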
PMI inhibition = human PMI inhibitors, high substrate, primary screen, biochemical, fluorescence intensity, high mannose 6-phosphate (AID 1220) | recombinant PMI enzyme, coupled fluorescence intensity; higher % means a stronger effect | inhibition, % at 20 µM, or IC50 in µM where a hit was titrated | 190,000 tested, 0.66% active
Dynein transport cytoplasmic EGFP = recorded beside Dynein transport, whose call it bears; z-score; measured here: cytoplasmic GR-EGFP intensity; active compounds read high
Dynein transport nuclear GR-EGFP = further read-out of Dynein transport, marked with its call; z-score; measured here: nuclear GR-EGFP intensity;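 lower value marks the stronger effect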
Dynein transport cell count = recorded beside Dynein transport, whose call it bears; z-score; measured here: cell count per field
Active calls of the source: *; u = inconclusive; x = not tested or not shown. Rule as the data show it, unless noted: active = inhibition above about 50%; inactive = the rest.

SMILES | Siah-1 displacement | Dynein transport | Dynein transport cytoplasmic EGFP | Dynein transport nuclear GR-EGFP | Dynein transport cell count | AID2073 | LYP phosphatase | PMI inhibitors | M1AAP inhibition | XIAP antagonists | M17LAP inhibition | PMI inhibition
N/C(=N\OC(=O)CCCCCN1C(=O)c2ccccc2C1=O)c1ccccc1 | -3% | 0.22 | -0.19 | -0.029 | -0.86 | 10% | -2% | 9% | 1% | -12% | -8% | 8%
CCOCC(=O)Nc1cc([N+](=O)[O-])ccc1OC | 4% | -0.71 | -0.1 | -0.22 | 0.59 | -2% | -4% | 4% | -1% | -2.6% | -2% | 0%
O=C(COC(=O)COc1cccc(Br)c1)Nc1c(Cl)cccc1Cl | 8% | -0.33 | -0.26 | -0.19 | -0.09 | -3% | -5% | 7% | 1% | -1.9% | 12% | 5%
Cc1noc(C)c1CSCC(=O)NC1=NCCS1 | 0% | -0.73 | -0.25 | -0.55 | 0.74 | -9% | 0% | -3% | x | -1.5% | x | 15%
Cc1ccc(N2C(=O)c3ccccc3C2=O)cc1Cl | 3% | -0.45 | -0.21 | -0.3 | 0.65 | 3% | -4% | 0% | -3% | 1.9% | 8% | 1%
COc1cc(CNc2ccccc2SC)ccc1O | 3% | 1.9 | -0.36 | 0.34 | -0.44 | 2% | -10% | 21% | 15% | 1.7% | 7% | 14%
CC(NC(=O)c1cnc2n(c1=O)CCS2)c1ccccc1 (stereo unspecified) | 1% | -0.53 | -0.22 | 0.066 | 0.37 | 3% | 0% | -15% | -1% | -4.3% | 14% | -11%
Cc1cc(N2CCCCC2)ccc1[N+](=O)[O-] | -4% | 0.12 | -0.24 | 0.45 | -0.58 | -10% | 0% | 16% | 7% | -12% | 4% | 45%
COCC(C)n1c(SCC(=O)NNC(=O)c2ccccc2)nc2ccccc2c1=O (stereo unspecified) | -3% | -0.7 | -0.3 | -0.53 | 0.83 | 11% | -6% | 13% | 3% | -8.8% | 7% | 7%
O=C(Nc1ccc(F)cc1F)c1cc(-c2ccco2)on1 | 4% | 0.15 | -0.13 | 0.27 | -0.25 | -7% | -7% | 30% | -8% | -6.3% | 2% | 24%
Nc1nc(-c2cccnc2)nn1C(=O)c1ccccc1Cl | 4% | -0.54 | -0.29 | -0.28 | 0.8 | -9% | 0% | 0% | 7% | -2.3% | 5% | -2%
Cc1ccc(C(=O)COC(=O)CNC(=O)c2ccc(N3C(=O)c4ccccc4C3=O)cc2)cc1C | 24% | 1.1 | -0.2 | 0.81 | -1.5 | u | -1% | 10% | -1% | -4.8% | -3% | 6%
Cc1sc(NC(=O)c2sc3nc4c(C)cccc4cc3c2N)c(C#N)c1C | 4% | -4.9 | 9 | 0.034 | -0.51 | 33% | -1% | -17% | 10% | -10% | -3% | -20%
O=C(Cn1cc(C(F)(F)F)cc(Cl)c1=O)Nc1ccc(N2CCOCC2)cc1 | -4% | -0.18 | -0.32 | 0.23 | -0.15 | -4% | -5% | -6% | 7% | -13% | -2% | 1%
Cc1noc(C)c1COC(=O)c1cc(=O)[nH]c2ccccc12 | 3% | -0.55 | 0.073 | -0.23 | -0.0098 | -6% | -5% | 3% | 5% | 0.0% | -11% | 9%
N#C/C(=C(/O)CCl)c1nc(-c2ccccc2)cs1 | -7% | 0.52 | -0.039 | 0.24 | -0.48 | -6% | 8% | x | 2% | x | -1% | x
Cc1cc(CNC(=O)c2cc(-c3ccccc3)nc3ccccc23)nn1C | -5% | 2 | -0.3 | 1.3 | -1.9 | 0% | -9% | -6% | 6% | -7.5% | 0% | -7%
S=C(Nc1ccccc1)Nc1nc2ccccc2n1CCOc1ccc(Br)cc1 | -11% | 0.6 | -0.29 | 0.33 | 0.017 | 18% | -8% | 2% | -11% | -8.4% | 2% | -2%
C=CCn1c(O)c(CN2CCCCC2)c(C)c(C#N)c1=O | 6% | -0.094 | 0.13 | -0.16 | 0.53 | -3% | 0% | 27% | 5% | -2.9% | 7% | 70%*
CN(CCc1cn[nH]c1)C(=O)CC1C(=O)NCCN1Cc1cccc(Oc2ccccc2)c1 (stereo unspecified) | 1% | -1.4 | -0.28 | -0.56 | 0.4 | 5% | -9% | -4% | 5% | -3.6% | 6% | 19%
O=C(Nc1cccc(C(=O)O)c1)/C(=C\c1ccccc1)NC(=O)c1cccc2ccccc12 | 0% | 0.18 | -0.2 | 0.2 | 0.01 | 6% | 3% | 4% | 7% | -25% | 0% | 5%
CC1CCc2c(sc(NC(=O)c3nc4ncccn4n3)c2C#N)C1 (stereo unspecified) | 14% | -0.27 | -0.21 | 0.63 | -0.69 | 1% | -7% | x | 0% | x | -6% | x
Cc1cc(NC(=O)CSc2nc3ccc(Cl)cc3[nH]2)no1 | 2% | 0.3 | -0.084 | 0.55 | -0.51 | -2% | -5% | 8% | 3% | -2.7% | 6% | 8%
Cc1cc(C(F)(F)F)n(-c2nc(C(=O)NN)cs2)n1 | 16% | -0.44 | -0.2 | 0.074 | 0.64 | 6% | -2% | -6% | -2% | -5.8% | -4% | -3%
O=C(Nc1nnc(-c2ccncc2)o1)c1cccc(N2C(=O)CCC2=O)c1 | 8% | -1.4 | -0.004 | -0.01 | 0.93 | 12% | -4% | -4% | 5% | -2.5% | 5% | -15%
CCc1nc(SCC(=O)Nc2ccc3c(c2)OCCO3)c2oc3ccccc3c2n1 | 4% | -0.38 | -0.18 | -0.14 | 0.31 | 27% | 2% | 21% | -2% | -4.0% | -4% | 30%
Cc1ccccc1NC(=O)c1c(C)nc(SCC(=O)OCc2ccccc2)c(C#N)c1-c1ccc(F)cc1 | 8% | -0.34 | -0.21 | -0.11 | 0.86 | 23% | 0% | 12% | 1% | -0.4% | 4% | 1%
CCOC(=O)c1ccc(NC(=S)N(CCN2CCCCCC2)Cc2cccs2)cc1 | -5% | -0.08 | -0.27 | 0.29 | 0.25 | 14% | -5% | 7% | -2% | -3.8% | -4% | 3%
COc1ccc(NCC(O)Cn2cnc3c2c(=O)n(C)c(=O)n3C)cc1 (stereo unspecified) | 0% | -0.14 | -0.29 | -0.26 | 0.21 | -16% | 1% | 4% | 1% | -0.7% | -15% | 36%
O=C(Nc1nc(-c2ccccc2)cs1)c1cccc([N+](=O)[O-])c1C(=O)O | 0% | 0.042 | -0.2 | 0.095 | -0.002 | 5% | -4% | -10% | 2% | -1.5% | -12% | -24%
CC(=O)c1ccc(OCC(O)CN2CCN(c3ccccn3)CC2)cc1 (stereo unspecified) | 2% | -0.44 | -0.27 | -0.085 | 0.78 | 2% | -4% | -2% | -1% | 3.1% | 9% | -3%
COc1ccc(NC(=O)CSc2nnc(CNC(=O)COc3ccc(Cl)cc3)o2)c(OC)c1 | 6% | -0.84 | -0.09 | -0.13 | 0.17 | -5% | -5% | 5% | 3% | -0.5% | -3% | 3%
O=c1ccc2cc(S(=O)(=O)Nc3ccc(F)cc3)ccc2o1 | 0% | 0.26 | -0.077 | -0.021 | 0.75 | 6% | -3% | 4% | 3% | -5.6% | 2% | -1%
c1ccc2c(-c3nc(-c4ccncc4)no3)cccc2c1 | -4% | -0.58 | -0.23 | -0.094 | -0.72 | -7% | 2% | 14% | -2% | -16% | -8% | 13%
CC(C)CCn1c(C(C)O)nc2ccccc21 (stereo unspecified) | -4% | -0.13 | -0.23 | 0.2 | 1.5 | 3% | -7% | 1% | 7% | -4.7% | -5% | 0%
CCN(CC)C(=O)c1c([N+](=O)[O-])c(C(C)(C)C)nn1C | 3% | -0.19 | -0.039 | 0.022 | 0.56 | u | -3% | -4% | -3% | -4.0% | 4% | 1%
COc1cc(OC)cc(C(=O)NNC(=O)c2ccccn2)c1 | -8% | -0.66 | -0.23 | -0.31 | 0.63 | 16% | -9% | 35% | -5% | -4.9% | 6% | 11%
COCCNC(=S)N/N=C/c1ccc(OCc2ccc(C(=O)OC)cc2)cc1 | 3% | -0.22 | -0.22 | 0.084 | -0.31 | 4% | 1% | 11% | 8% | -2.4% | 7% | 6%
CCC(=O)Nc1ccc(N/C(N)=N/c2nc(C)cc(C)n2)cc1 | 2% | -0.11 | -0.24 | -0.15 | 0.039 | 21% | -6% | x | 6% | x | 2% | x
CC1CSc2n(-c3cccc(C(F)(F)F)c3)cc(-c3ccccc3)[n+]21 (stereo unspecified) | 6% | 0.41 | -0.29 | 0.48 | 0.13 | 3% | -4% | 6% | -1% | -7.8% | 2% | 9%
COC(=O)c1ccc(CSc2nc3ccccc3c(=O)n2-c2cccc(OC)c2)o1 | -3% | -1.7 | 0.067 | -0.71 | -0.001 | 4% | -1% | 16% | 1% | -1.7% | 3% | 22%

Structural class: those above with a cyano group.
SMILES | Siah-1 displacement | Dynein transport | Dynein transport cytoplasmic EGFP | Dynein transport nuclear GR-EGFP | Dynein transport cell count | AID2073 | LYP phosphatase | PMI inhibitors | M1AAP inhibition | XIAP antagonists | M17LAP inhibition | PMI inhibition
Cc1sc(NC(=O)c2sc3nc4c(C)cccc4cc3c2N)c(C#N)c1C | 4% | -4.9 | 9 | 0.034 | -0.51 | 33% | -1% | -17% | 10% | -10% | -3% | -20%
N#C/C(=C(/O)CCl)c1nc(-c2ccccc2)cs1 | -7% | 0.52 | -0.039 | 0.24 | -0.48 | -6% | 8% | x | 2% | x | -1% | x
C=CCn1c(O)c(CN2CCCCC2)c(C)c(C#N)c1=O | 6% | -0.094 | 0.13 | -0.16 | 0.53 | -3% | 0% | 27% | 5% | -2.9% | 7% | 70%*
CC1CCc2c(sc(NC(=O)c3nc4ncccn4n3)c2C#N)C1 (stereo unspecified) | 14% | -0.27 | -0.21 | 0.63 | -0.69 | 1% | -7% | x | 0% | x | -6% | x
Cc1ccccc1NC(=O)c1c(C)nc(SCC(=O)OCc2ccccc2)c(C#N)c1-c1ccc(F)cc1 | 8% | -0.34 | -0.21 | -0.11 | 0.86 | 23% | 0% | 12% | 1% | -0.4% | 4% | 1%

Assay outcomes from PubChem.
